Growth percent in the NCI-60 one-dose screen (48 h, 10 µM unless noted): 100 = growth as untreated, 0 = no growth, -100 = all killed.
UO-31: UO-31 renal cancer | 81,000 compounds, 5.2% hits | AID 1794768
CAKI-1: CAKI-1 renal cancer. 75,000 compounds, 4.7% hits. AID 1794772
SN12C: SN12C renal cancer cells; 81,000 compounds, 3.8% hits; AID 1794767
U251: U251 CNS tumor cells | 80,000 compounds, 5.4% hits | AID 1794753
ACHN: ACHN renal cancer. 81,000 compounds, 4.9% hits. AID 1794771
A498: A498 renal cancer cells. 76,000 compounds, 5.4% hits. AID 1794774
RXF 393: RXF 393 renal cancer cells. 77,000 compounds, 6.9% hits. AID 1794773
TK-10: TK-10 renal cancer cells; 81,000 compounds, 3.9% hits; AID 1794769
786-0: 786-0 renal cancer cells. 81,000 compounds, 5.1% hits
An asterisk follows results filed as active; & = joins results of further samples. The calls were made as follows: active = growth percent below 10; inactive = the rest.

Screening CNc1nnc2n(-c3ccccc3)c(=O)c3cnn(-c4ccccc4)c3n12 returned UO-31 81, CAKI-1 81, SN12C 104, U251 71, ACHN 89, A498 72, RXF 393 98, TK-10 80 and 786-0 75.
`Nc1sc2c(c1-c1nc3ccccc3s1)CCCC2` gave UO-31 70, SN12C 94, U251 85, ACHN 95, A498 102, TK-10 143 and 786-0 105.
`COc1ccccc1NC(=O)Cc1nc(=O)[nH]c(=O)[nH]1` gave UO-31 90, CAKI-1 102, SN12C 98, U251 104, ACHN 108, A498 116, RXF 393 115, TK-10 103 and 786-0 109.
`N#Cc1c(-c2ccccc2)cc(-c2ccccc2)n(CCCCC(=O)NO)c1=O` gave UO-31 -52*, CAKI-1 1.0*, SN12C 23, U251 29, ACHN 2.8*, A498 13, RXF 393 -16*, TK-10 28 and 786-0 7.0*.
Screening ClCCOCCOc1ccccc1-c1ccccc1 returned UO-31 89, CAKI-1 100, SN12C 102, U251 99, ACHN 98, A498 84, RXF 393 104, TK-10 97 and 786-0 95.
For Cc1ccc(S(=O)(=O)Nc2nc3ccccc3nc2Nc2ccc3nsnc3c2)cc1 the results were UO-31 22&44, CAKI-1 31&59, SN12C 35&51, U251 40&26, ACHN 61&55, A498 12&57, RXF 393 88&80, TK-10 53&35 and 786-0 45&47.
For COCCOc1cc2ncnc(N3CCN(c4cc(S(C)(=O)=O)c(C)cc4Cl)CC3)c2cc1OCCOC the results were UO-31 62, CAKI-1 101, SN12C 87, U251 85, ACHN 100, A498 88, RXF 393 100, TK-10 104 and 786-0 105.
`CCOC(=O)C1=C(C)N=C2Sc3ccccc3N2C1c1cn(-c2ccccc2)nc1-c1ccc(Cl)cc1` (stereo not drawn) gave UO-31 78, CAKI-1 85, SN12C 85, U251 73, ACHN 93, A498 84, RXF 393 90, TK-10 79 and 786-0 75.
For C[n+]1cccc(CC(=O)NO)c1 the results were UO-31 97, CAKI-1 104, SN12C 95, U251 88, ACHN 98, A498 115, RXF 393 106, TK-10 95 and 786-0 106.
For CC[C@H]1c2ccccc2[C@@H](C(=O)O)N(C(C)=O)c2ccccc21 the results were UO-31 102, CAKI-1 99, SN12C 112, U251 110, ACHN 115, A498 107, RXF 393 123, TK-10 108 and 786-0 98.
Screening C/C(Cc1ccc(Cl)cc1)=C(\c1ccc(OCCN2CCOCC2)cc1)c1ccc(OC(=O)C2CCCCC2)cc1 returned UO-31 68, CAKI-1 70, SN12C 99, U251 97, ACHN 103, A498 89, RXF 393 95, TK-10 85 and 786-0 87.
For CCN(CC)CCOC(=O)c1ccccc1 the results were UO-31 89&87, CAKI-1 95&85, SN12C 104&92, U251 100&94, ACHN 106&93, A498 77&122, RXF 393 100&98, TK-10 95&100 and 786-0 101&100.
Screening COc1ccc(-c2nnc(SCC(=O)Nc3ccc(C(=O)/C=C/c4ccccc4)cc3)n2-c2ccccc2)cc1OC returned UO-31 69, SN12C 85, U251 79, ACHN 99, A498 82, RXF 393 72, TK-10 93 and 786-0 67.
Screening CNC(=O)c1nn(C)c(=O)[nH]c1=O returned UO-31 82, SN12C 98, U251 111, ACHN 100, A498 97, RXF 393 115, TK-10 101 and 786-0 104.
`COc1ccc(C(=O)NC(=O)Nc2ccc3c(c2)NC(=O)/C3=C\c2[nH]c(C)c(CCC(=O)O)c2C)c(F)c1` gave UO-31 56, SN12C 40, U251 0.4*, ACHN 67, A498 -0.4*, RXF 393 21 and 786-0 31.
For O=C1c2cccc([N+](=O)[O-])c2C(=O)N1c1ccc([N+](=O)[O-])cc1 the results were UO-31 85, CAKI-1 96, U251 103, ACHN 98, A498 93, RXF 393 108, TK-10 97 and 786-0 98.
O=C(N/N=C/c1ccccc1O)c1ccccc1 was read as UO-31 12, CAKI-1 7.1*, SN12C 47, U251 28, ACHN 13, A498 71, RXF 393 41, TK-10 46 and 786-0 18.
Screening O=C(Nc1ccc(C2=NCCCN2)cc1)c1ccc(C(=O)Nc2ccc(C3=NCCCN3)cc2)nc1 returned UO-31 83, SN12C 100, U251 105, ACHN 107, A498 127, TK-10 122 and 786-0 97.
For O=C(O)c1cccc(N2C(=O)CCSC2=S)c1 the results were UO-31 86, CAKI-1 93, SN12C 96, U251 100, ACHN 101, A498 103, RXF 393 100, TK-10 107 and 786-0 101.
`CC(=O)OCOC1C(COC(C)=O)OCOC(COC(C)=O)C1OCOC(C)=O` (stereo not drawn) gave UO-31 92, CAKI-1 97, SN12C 97, U251 103, ACHN 105, A498 87, TK-10 105 and 786-0 98.
Clc1ccc(CCC(Cn2ccnc2)Sc2c(Cl)cccc2Cl)cc1 (stereo not drawn) was read as UO-31 31, CAKI-1 43, SN12C 56, U251 57, ACHN 65, A498 74, RXF 393 67, TK-10 52 and 786-0 56.
CCOC(=O)C(CCCCC(NC(C)=O)(C(=O)OCC)C(=O)OCC)(NC(C)=O)C(=O)OCC was read as UO-31 87, CAKI-1 104, SN12C 101, U251 104, ACHN 104, A498 115, RXF 393 102, TK-10 98 and 786-0 99.
`OCc1cc(CN2CCC(N3CCCCC3)CC2)c(O)c2ncccc12` gave UO-31 39, CAKI-1 40, SN12C 70, U251 49, ACHN 71, A498 84, RXF 393 86, TK-10 70 and 786-0 61.
`CC1=C2[C@@H](CC1)[C@]1(C)O[C@@](C3CCCCC3)(C[C@H]1O)[C@H]2OC(=O)/C=C/c1ccccc1` gave UO-31 77, CAKI-1 77, SN12C 84, U251 84, ACHN 83, A498 88, RXF 393 99, TK-10 108 and 786-0 90.
For O=c1[nH]c2ccccc2cc1-c1nc2ccc(Cl)cc2[nH]1 the results were UO-31 46, SN12C 48, U251 50, ACHN 27, A498 48, RXF 393 63, TK-10 37 and 786-0 53.
For COc1nc2ccc(OCc3ccccc3)cc2cc1-c1nc2c(cnn2-c2ccccc2)c(=O)[nH]1 the results were UO-31 64, CAKI-1 91, SN12C 96, U251 106, ACHN 96, A498 89, RXF 393 98, TK-10 97 and 786-0 93.
Screening COc1ccc2c(CCNC(=O)c3nnn(-c4ccccc4)c3C)c[nH]c2c1 returned UO-31 64, CAKI-1 80, SN12C 96, U251 98, ACHN 96, A498 109, RXF 393 119, TK-10 109 and 786-0 104.
O=C1/C(=C/C2=Cc3ccccc3OC2)SC(=S)N1Nc1ccccc1 was read as UO-31 35, CAKI-1 36, SN12C 73, U251 52, ACHN 67, A498 107, RXF 393 61, TK-10 85 and 786-0 78.
COc1cc(/C=C(\C#N)C(=O)Nc2sc3c(c2C#N)CCCC3)ccc1OCc1ccccc1 was read as UO-31 82, CAKI-1 93, SN12C 102, U251 113, ACHN 104, RXF 393 117, TK-10 163 and 786-0 106.
Screening S=C(NCCCN1CCOCC1)NN=C1c2ccccc2-c2ccccc21 returned UO-31 73, CAKI-1 87, SN12C 85, U251 88, ACHN 92, A498 100, RXF 393 86, TK-10 98 and 786-0 93.
Screening COc1cc2c(=O)n(N3C(=O)C=NC3=O)c3cnc(-c4ccccc4)n3c2cc1OC returned UO-31 86, CAKI-1 96, SN12C 100, U251 112, ACHN 105, A498 113, RXF 393 108, TK-10 115 and 786-0 108.
Screening N#Cc1c(N)nc2c(c1N)C(c1cccc([N+](=O)[O-])c1)C1=C(CCCC1=O)N2c1sc2c(c1C#N)CCCC2 (stereo not drawn) returned UO-31 85, CAKI-1 97, SN12C 102, U251 95, ACHN 105, RXF 393 106, TK-10 96 and 786-0 104.
Screening c1ccc(-c2oc3ncn4nc(-c5ccncc5)nc4c3c2-c2ccccc2)cc1 returned UO-31 76, CAKI-1 80, SN12C 98, ACHN 92, A498 63, RXF 393 91, TK-10 120 and 786-0 102.
Screening N#CN1C2CCC1CC(O)(c1ccccc1)C2 (stereo not drawn) returned UO-31 97, CAKI-1 108, SN12C 98, ACHN 102, A498 101, RXF 393 99, TK-10 101 and 786-0 102.
O=C(N/N=C/c1ccc(O)c(O)c1)c1ccccc1 was read as UO-31 69, CAKI-1 69, SN12C 91, ACHN 91, A498 102, RXF 393 88, TK-10 97 and 786-0 107.
For Cn1ccc(=O)c2cc([N+](=O)[O-])ccc21 the results were UO-31 103, CAKI-1 101, SN12C 104, U251 99, ACHN 106, A498 82, RXF 393 109, TK-10 131 and 786-0 103.
Screening C[C@@H]1C(=O)N(C[C@@H](Cc2ccccc2)NC(=O)OCc2ccccc2)[C@]1(Cc1ccccc1)C(=O)OCc1ccccc1 returned UO-31 8.7*, CAKI-1 35, SN12C 42, U251 35, ACHN 22, A498 -14*, RXF 393 35, TK-10 21 and 786-0 53.
For O=C(NCCN1CCOCC1)c1cncnc1Nc1ccc(OCc2cccc(F)c2)c(Cl)c1 the results were UO-31 63, CAKI-1 74, SN12C 85, U251 93, ACHN 90, A498 37, RXF 393 71, TK-10 107 and 786-0 90.
O=C(Nc1cc(Cl)ccc1Cl)c1ccc(Cl)cc1Cl was read as UO-31 102, CAKI-1 98, SN12C 108, U251 97, ACHN 102, A498 94, RXF 393 115, TK-10 142 and 786-0 89.
Screening COc1ccc(S(=O)(=O)N2CCN(c3nccc(-c4c(-c5cccc(F)c5)nc5sccn45)n3)CC2)cc1 returned UO-31 50, CAKI-1 69, SN12C 75, U251 98, ACHN 78, RXF 393 86, TK-10 133 and 786-0 102.

Retrieved one by one from above:
Screening N#Cc1c(N)nc2c(c1N)C(c1cccc([N+](=O)[O-])c1)C1=C(CCCC1=O)N2c1sc2c(c1C#N)CCCC2 (stereo not drawn) returned UO-31 85, CAKI-1 97, SN12C 102, U251 95, ACHN 105, RXF 393 106, TK-10 96 and 786-0 104.
O=C(Nc1cc(Cl)ccc1Cl)c1ccc(Cl)cc1Cl was read as UO-31 102, CAKI-1 98, SN12C 108, U251 97, ACHN 102, A498 94, RXF 393 115, TK-10 142 and 786-0 89.

Gathered by group: those above with an aryl methoxy group
`COc1ccccc1NC(=O)Cc1nc(=O)[nH]c(=O)[nH]1` gave UO-31 90, CAKI-1 102, SN12C 98, U251 104, ACHN 108, A498 116, RXF 393 115, TK-10 103 and 786-0 109.
Screening COc1ccc(-c2nnc(SCC(=O)Nc3ccc(C(=O)/C=C/c4ccccc4)cc3)n2-c2ccccc2)cc1OC returned UO-31 69, SN12C 85, U251 79, ACHN 99, A498 82, RXF 393 72, TK-10 93 and 786-0 67.
`COc1ccc(C(=O)NC(=O)Nc2ccc3c(c2)NC(=O)/C3=C\c2[nH]c(C)c(CCC(=O)O)c2C)c(F)c1` gave UO-31 56, SN12C 40, U251 0.4*, ACHN 67, A498 -0.4*, RXF 393 21 and 786-0 31.
For COc1nc2ccc(OCc3ccccc3)cc2cc1-c1nc2c(cnn2-c2ccccc2)c(=O)[nH]1 the results were UO-31 64, CAKI-1 91, SN12C 96, U251 106, ACHN 96, A498 89, RXF 393 98, TK-10 97 and 786-0 93.
Screening COc1ccc2c(CCNC(=O)c3nnn(-c4ccccc4)c3C)c[nH]c2c1 returned UO-31 64, CAKI-1 80, SN12C 96, U251 98, ACHN 96, A498 109, RXF 393 119, TK-10 109 and 786-0 104.
COc1cc(/C=C(\C#N)C(=O)Nc2sc3c(c2C#N)CCCC3)ccc1OCc1ccccc1 was read as UO-31 82, CAKI-1 93, SN12C 102, U251 113, ACHN 104, RXF 393 117, TK-10 163 and 786-0 106.
Screening COc1cc2c(=O)n(N3C(=O)C=NC3=O)c3cnc(-c4ccccc4)n3c2cc1OC returned UO-31 86, CAKI-1 96, SN12C 100, U251 112, ACHN 105, A498 113, RXF 393 108, TK-10 115 and 786-0 108.
Screening COc1ccc(S(=O)(=O)N2CCN(c3nccc(-c4c(-c5cccc(F)c5)nc5sccn45)n3)CC2)cc1 returned UO-31 50, CAKI-1 69, SN12C 75, U251 98, ACHN 78, RXF 393 86, TK-10 133 and 786-0 102.

Screening data deposited in PubChem by NCI.
